PLK1 PBD inh = PLK1 (human) polo-box domain binding inhibition; Plk1 PBD binding of FITC phosphopeptide, fluorescence polarization; P53350; Potency, µM, without a hit: max response, negative = inhibition, most hits filed as inhibitors; hit rate 2.8% among 360,000; further: potency means the concentration at half of the fitted maximal effect; series mostly up to about 57 µM; on the % scale 0 is the no-effect control and ±100 the full control effect; nearly all actives have a fitted effect of over 65% in size
EPAC1 ag = activates human EPAC1 exchange factor; O95398; EPAC1 agonist qHTS, biochemical assay; response scale: 100% = response to 6.5 mM cAMP; Potency, µM (top dose mostly 154 µM), without a hit: at the top dose activation, hits mostly activators; hit rate 0.073% among 360,000; AID 720707; further: potency means the concentration at half of the fitted maximal effect; nearly all actives have a fitted effect of over 60% in size
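EPAC1 100 nM, Rap1B–BODIPY-GDP 250 nM, unlabeled GDP 50 uM; compound titration; 5 min RT; kinetic read ex480/em540 at 5-min intervals ×30 min; data normalized to 6.5 mM cAMP agonist control.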
CCT modulator = cytosolic chaperonin activity modulation | purified chaperonin ATPase assay, HTRF ADP detection, 30 min | activity change, % (concentration not given with the values), hits read low | hit rate 0.3% among 360,000 | AID 651819; in the data active means activity change below about -30%; further: on the % scale 0 is the no-effect control and ±100 the full control effect
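We incubate TRiC, 40 or 20 nM final, with library compounds at 76 uM and 10 uM ATP for 30 min at 37 °C. ADP formed is detected with Transcreener HTRF reagents after 30 min at room temperature.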
WRN inhibitor = inhibitors of human WRN helicase; Q14191; WRN helicase unwinding, fluorescent forked duplex, kinetic; Potency, µM (doses to about 114 µM), without a hit: at the top dose activity change, negative = inhibition, hits mostly inhibitors; hit rate 0.46% among 360,000; further: potency means the concentration at half of the fitted maximal effect; on the % scale 0 is the no-effect control and ±100 the full control effect; nearly all actives have a fitted effect of over 55% in size
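WRN at 20 nM final was preincubated with compound for 15 min at room temperature; reaction started with 100 nM forked duplex oligonucleotide carrying fluorophore and quencher plus 2 mM ATP (final). Unwinding followed kinetically by red fluorescence (ex 525/em 598 nm).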
EPAC1 antagonist = antagonists of human EPAC1; O95398; EPAC1 GEF assay, Rap1b-BODIPY-GDP exchange fluorescence; Potency, µM (top dose mostly 115 µM), for inactives: at the highest dose activity change, negative = inhibition, most hits filed as inhibitors; hit rate 0.14% among 360,000; AID 720709;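 further: potency means the concentration at half of the fitted maximal effect; plate controls were vehicle for no effect and positive control for full effect; nearly all actives have a fitted effect of over 50% in size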
EPAC2 ag = EPAC2 (human) agonism. Q8WZA2. EPAC2 activation, biochemical qHTS; response scale: 100% = 6.5 mM cAMP response. Potency, µM (doses to about 154 µM), inactives show top-dose activation, actives largely listed as activators. hit rate 0.079% among 360,000; further: potency means the concentration at half of the fitted maximal effect; nearly all actives have a fitted effect of over 50% in size
Target sequence (Q8WZA2 whole entry, looked up): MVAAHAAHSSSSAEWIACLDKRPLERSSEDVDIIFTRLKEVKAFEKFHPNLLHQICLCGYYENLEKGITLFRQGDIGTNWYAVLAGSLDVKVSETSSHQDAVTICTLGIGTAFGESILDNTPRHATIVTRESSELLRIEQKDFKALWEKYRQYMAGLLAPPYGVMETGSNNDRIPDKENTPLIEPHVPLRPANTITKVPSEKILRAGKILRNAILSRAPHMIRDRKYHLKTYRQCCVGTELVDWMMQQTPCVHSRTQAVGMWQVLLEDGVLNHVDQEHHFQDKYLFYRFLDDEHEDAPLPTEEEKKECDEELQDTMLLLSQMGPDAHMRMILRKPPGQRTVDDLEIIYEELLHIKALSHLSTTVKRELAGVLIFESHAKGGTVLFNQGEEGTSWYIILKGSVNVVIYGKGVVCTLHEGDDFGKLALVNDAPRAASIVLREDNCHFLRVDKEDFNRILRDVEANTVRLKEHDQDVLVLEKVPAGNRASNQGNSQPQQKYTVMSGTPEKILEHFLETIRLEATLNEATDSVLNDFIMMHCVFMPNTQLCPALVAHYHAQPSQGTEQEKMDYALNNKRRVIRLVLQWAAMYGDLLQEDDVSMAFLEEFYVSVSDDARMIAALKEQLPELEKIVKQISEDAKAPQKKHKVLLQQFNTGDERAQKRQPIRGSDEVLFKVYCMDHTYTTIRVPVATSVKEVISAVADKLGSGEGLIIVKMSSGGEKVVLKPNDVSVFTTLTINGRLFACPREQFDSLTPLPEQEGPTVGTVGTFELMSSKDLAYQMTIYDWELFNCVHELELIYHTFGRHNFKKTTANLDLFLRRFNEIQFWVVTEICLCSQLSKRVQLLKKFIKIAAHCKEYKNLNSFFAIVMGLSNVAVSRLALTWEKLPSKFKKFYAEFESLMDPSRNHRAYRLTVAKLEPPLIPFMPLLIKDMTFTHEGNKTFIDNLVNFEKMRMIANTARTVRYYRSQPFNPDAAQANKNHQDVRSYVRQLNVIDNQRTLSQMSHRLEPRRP
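qHTS, titration series. 100 nM EPAC2 / 250 nM Rap1B-BODIPY-GDP / 50 uM GDP; RT; ex 480/em 540 nm, 5-min reads to 30 min. Norm. to 6.5 mM cAMP = activation.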
IL-2 act = activators of IL-2. hit rate 0.065% among 360,000. IL-2 activation reporter assay, cell-based qHTS; stimulated with anti-CD3/CD4/CD28 beads; in transgenic mouse T cells. AID 652025. activation, % (series mostly up to about 46 µM); in the data active means activation above about 50%; inconclusive means mostly about 30% to 49%; further: 0% is about no effect
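Unstimulated transgenic mouse T cells, 750 per well, received compound and, after 60 minutes, anti-CD3/anti-CD4 bead plus anti-CD28 stimulation. EGFP and DsRed were quantified after 18 hours.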
PI5P4Ka inh = inhibitors of human PI5P4K alpha. AID 652105. hit rate 1.2% among 330,000. max response, %. PI5P4Kalpha enzyme, ADP-Glo luminescence, 60 min; active compounds read low. P48426; active means max response of -50% or lower; inconclusive means between -30% and -50%; inactive means -30% or higher; further: value at the top dose of about 77 µM; on the % scale 0 is the no-effect control and ±100 the full control effect
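Reactions run in 0.038 M HEPES pH 7.4, 0.28 mM EGTA, 0.1% CHAPS and 5% DMSO, with PI5P4Kalpha, substrate, compound and 5 microM ATP final, one hour at room temperature. Readout is ADP-Glo luminescence.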
* hit, by the source's call; ? = inconclusive; / = no result given; [ ] = another dose, or the depositor's remark. Unless noted, the call rests on the fitted dose curve; in most records, active means well fitted curve in the direction sought with a large enough effect; inconclusive means small, poorly fitted or top-dose-only effect, or another doubt; inactive means no such curve, though single readings can be large; an effect the other way counts as inactive or inconclusive. Only part of the results is shown; the hit share may differ from the screen's.

Start of the data: the first 3 entries, ahead of the listing:
SMILES	PLK1 PBD inh	EPAC1 ag	CCT modulator	WRN inhibitor	EPAC1 antagonist	EPAC2 ag	IL-2 act	PI5P4Ka inh
O=C1OCCC1Sc1nnc(-c2ccccc2Cl)n1Cc1ccccc1 (stereo not drawn)	-8.8%	-0.4%	-2.5	10.0%	-0.2%	1.6%	0.1	-3.9
COc1ccc(OC)c(N(CC(=O)Nc2ccccc2)S(C)(=O)=O)c1	-4.0%	1.7%	-3.5	-6.3%	1.3%	1.5%	-0.2	/
O=C(CSc1nnc(CCc2ccccc2)n1-c1ccc(Cl)cc1)c1ccccc1	-0.8%	17.7%	-0.5	-26.1%	-3.1%	10.1%	-0.7	-50.1*

The whole of this part, previewed entries included:
SMILES	PLK1 PBD inh	EPAC1 ag	CCT modulator	WRN inhibitor	EPAC1 antagonist	EPAC2 ag	IL-2 act	PI5P4Ka inh
O=C1OCCC1Sc1nnc(-c2ccccc2Cl)n1Cc1ccccc1 (stereo not drawn)	-8.8%	-0.4%	-2.5	10.0%	-0.2%	1.6%	0.1	-3.9
COc1ccc(OC)c(N(CC(=O)Nc2ccccc2)S(C)(=O)=O)c1	-4.0%	1.7%	-3.5	-6.3%	1.3%	1.5%	-0.2	/
O=C(CSc1nnc(CCc2ccccc2)n1-c1ccc(Cl)cc1)c1ccccc1	-0.8%	17.7%	-0.5	-26.1%	-3.1%	10.1%	-0.7	-50.1*
COc1ccc(-c2n[nH]c(C)c2-c2cnn(-c3ccccc3)c2)c(O)c1	2.8%	24.4%	0.5	-6.8%	-11.6%	1.6%	-0.6	/
O=C(Nc1cnc2ccccc2c1)C1COc2ccccc2O1 (stereo not drawn)	-0.1%	-5.3%	0.2	1.6%	-4.6%	-18.5%	5.0	-2.2
CCCN1/C(=C2/SC(=S)N(CC)C2=O)C=Cc2ccccc21	-8.7%	3.3%	-3.7	-6.7%	-4.1%	0.3%	0.1	1.1
O=C(O)c1cccc(Cn2c(Cl)c(/C=N/Nc3ccccc3)sc2=O)c1	?	-5.7%	-1.5	-14.7%[11.6 µM]	-11.8%	-10.9%	-2.1	-63.8*
Cc1cc(O)c(NC(=S)NC(=O)c2ccc(-c3ccc(Cl)cc3)o2)cc1C	-1.5%	-6.6%	-8.6	-16.9%	?	10.9%	-2.6	6.3
O=C(CNC(=O)c1ccccc1F)OCn1nnc2ccccc2c1=O	-13.9%	-4.6%	-1.2	4.9%	14.5%	10.9%	-0.2	0.2
O=C(NCCCn1ccnc1)c1cn(Cc2ccc(F)cc2)nn1	-4.8%	-5.6%	0.4	1.8%	9.9%	4.1%	0.7	6.8
Cc1ccc(NC(=O)Nc2nnc(CSCCOc3ccc(Cl)cc3)s2)cc1	-2.9%	-4.0%	1.2	7.3%	-10.4%	-3.1%	-1.6	-10.1
CCOC(=O)Cc1csc(NC(=O)CCC(=O)O)n1	-5.7%	1.2%	0.4	5.1%	15.5%	4.6%	0.3	0.7
O=C(Nc1cccc(F)c1)/C(=C\c1ccco1)NC(=O)c1ccco1	-20.8%	4.2%	-4.1	-0.8%	2.8%	5.5%	-0.6	-5.7
CCCCSC1=C(C#N)C(c2ccccc2C)C(C(=O)OCC)C(=O)N1 (stereo not drawn)	-7.2%	13.8%	-2.8	-6.4%	-8.5%	14.5%	-3.0	/
CCc1c(C(=O)Nc2ccccc2C(N)=O)csc1C	4.7%	-11.0%	-1.0	9.2%	-0.9%	5.2%	-0.9	134.7
O=C(COc1cc2oc(=O)c3c(c2cc1Cl)CCCC3)NCc1cccnc1	?	-6.1%	-2.2	-2.9%	-1.6%	-3.9%	-3.5	-13.6
O=C(O)C1Cc2ccccc2CN1S(=O)(=O)/C=C/c1ccccc1 (stereo not drawn)	-3.2%	-6.2%	-2.2	-0.6%	-3.1%	2.1%	-1.9	-2.5
C[C@H](CO)N1C[C@H](C)[C@@H](CN(C)S(=O)(=O)c2cccs2)Oc2ccc(NS(=O)(=O)c3ccccc3)cc2CC1=O	-14.5%	20.0%	-1.4	-5.5%	-26.4%	-3.8%	0.9	-0.3
O=C(NNC(=O)c1cccc2ccccc12)c1cccc(F)c1	-8.2%	6.6%	-1.1	-8.8%	-5.3%	10.6%	0.8	3.1
CC(C)N=C1CCCC1C(=S)SSC(=S)C1CCCC1=NC(C)C (stereo not drawn)	9.47µM*	1.0%	1.0	-11.4%	-18.1%	4.8%	-2.8	-54.3*
CCCCCc1ccc(C2=NNC(=O)CC2)cc1	19.1%	-5.1%	0.2	-11.7%	-19.6%	-4.2%	0.8	12.5
O=C1CCCCC1CCc1ccncc1 (stereo not drawn)	6.5%	4.3%	-0.6	-7.5%	1.4%	3.1%	1.2	-5.2
COc1ccccc1NC(=O)N1CCCC(C(=O)Nc2cccc(C)c2C)C1 (stereo not drawn)	-1.9%	2.6%	-0.5	-3.3%	-7.7%	3.9%	-3.1	1.6
CC(NC(=O)c1cn(C(C)c2ccccc2F)nn1)c1ccncc1 (stereo not drawn)	?	-1.1%	-1.2	-4.5%	-9.4%	9.0%	0.4	-0.3
Cc1ccc(C(=O)CCC(=O)OCC(=O)Nc2ccccc2SCC#N)cc1	2.8%	6.9%	0.2	-2.4%	18.3%	15.7%	1.4	-0.2
COc1cc(NC(=O)c2cc3c(CO)cnc(C)c3oc2=Nc2cccc(C(N)=O)c2)cc(OC)c1	-5.4%	-5.7%	0.4	-2.7%	12.9%	-2.0%	-0.5	-6.3
CCC(=O)N(CCCN(C)C)c1nc(-c2cc(OC)ccc2OC)cs1	-8.5%	12.8%	-0.4	4.2%	-5.2%	-1.5%	-0.4	/
COCCCN1C(=O)C(CC(=O)NCCCN(C)C)CC(C(=O)N2CCCCCC2)=C1C (stereo not drawn)	-12.2%	14.8%	-2.6	-4.7%	-2.2%	2.5%	0.4	-0.6
COc1ccccc1CNC(=O)C1CC(c2ccccc2F)=NO1 (stereo not drawn)	-8.6%	1.3%	-0.1	0.2%	-12.0%	14.3%	0.1	-5.6
CCOC(=O)c1cccc(NC(=O)CSc2nnc(-c3cccnc3)n2C)c1	-11.0%	7.3%	-1.2	-1.8%	-9.2%	2.2%	-2.0	-2.7
COc1ccc(C(CNC(=O)c2ccc(Br)o2)N2CCN(C)CC2)cc1 (stereo not drawn)	-5.3%	6.9%	0.4	5.6%	-0.3%	-5.7%	-2.9	-1.3
Cc1ccccc1C(=O)NCC(c1ccco1)N1CCc2ccccc21 (stereo not drawn)	7.0%	9.2%	0.0	-10.5%	-3.9%	14.9%	-0.1	2.6
Cc1ccc(NC(=O)c2cc3cc(OC(F)(F)F)ccc3[nH]2)cc1	3.2%	-7.4%	-0.8	7.1%	-3.7%	5.7%	0.5	0.8
Cc1cc(C)cc(NC(=O)COc2coc(CN3CCc4ccccc43)cc2=O)c1	-8.3%	-5.5%	1.3	-9.7%	-5.5%	-1.3%	-3.7	-19.3
COCCn1c(C)cc(C(=O)COC(=O)c2ccc(N3CCCC3=O)cc2)c1C	-1.5%	0.9%	-0.4	1.2%	14.8%	-4.6%	-2.3	-0.4
O=C(CN1CCCC1)Nc1nc(-c2ccc(Cl)cc2)cs1	-15.4%	-5.0%	-0.7	-5.2%	-13.7%	10.9%	1.0	-2.5

As entered above.
Value of CCC(=O)N(CCCN(C)C)c1nc(-c2cc(OC)ccc2OC)cs1 in EPAC1 antagonist: -5.2%
Value of Cc1ccc(C(=O)CCC(=O)OCC(=O)Nc2ccccc2SCC#N)cc1 in EPAC2 ag: 15.7%

Following part
SMILES	PLK1 PBD inh	EPAC1 ag	CCT modulator	WRN inhibitor	EPAC1 antagonist	EPAC2 ag	IL-2 act	PI5P4Ka inh
CSCCC(NS(=O)(=O)c1ccccc1)C(=O)OCc1cc(=O)oc2cc(O)ccc12 (stereo not drawn)	1.1%	-10.3%	0.6	-12.3%	-4.7%	9.3%	0.9	-2.0
CC1CCC(C(=O)NC(C(=O)Nc2ccccn2)C(C)C)CC1 (stereo not drawn)	-2.2%	1.3%	-1.1	-29.1%	-28.8%	4.4%	2.6	0.9
CC1Cc2cc(S(=O)(=O)CCC(=O)NCc3ccco3)ccc2N1C(=O)C1CC1 (stereo not drawn)	-20.9%	-1.9%	-3.1	-9.4%[57.1 µM]	-7.4%	-2.0%	0.3	-3.4
COc1cc(OC)cc(-c2nc(-c3ccccc3OC)no2)c1	26.7µM*	-2.7%	-2.7	-2.3%	-11.2%	-0.2%	-2.3	0.3
CC(=O)Nc1ccc(N2Cc3ccccc3C2)cc1	-28.7%	-19.9%	-1.9	-26.7%	-27.3%	15.1%	1.1	-0.9
Cc1cccc(C)c1NC(=O)C(c1ccccc1)N1CCC2(CC1)OCCO2 (stereo not drawn)	-8.1%	4.8%	-3.0	10.9%	5.4%	6.2%	0.7	-5.5
CCOc1ccc(C(=O)NC2CC3CCCC(C2)N3Cc2ccccc2)cc1 (stereo not drawn)	2.9%	4.5%	-2.5	4.9%	-5.8%	7.1%	-0.5	0.1
CN(C)c1ccc(-c2ccnc3c2CC(C)(C(=O)Nc2ccc(Cl)c(C(F)(F)F)c2)O3)cc1 (stereo not drawn)	-23.7%	-10.3%	2.4	-13.5%	-2.6%	-5.5%	-0.1	-10.4
COc1ccccc1/C=C/C=N/n1c(-c2n[nH]c3c2CCC3)n[nH]c1=S	?	7.3%	-0.7	-5.3%	-0.9%	3.9%	0.3	?
CCc1nn(CC(=O)N2CC(C)CC(C)C2)c(=O)c2cccn12 (stereo not drawn)	-1.1%	15.8%	-0.5	0.0%	2.3%	6.5%	-0.6	-1.9
CC1(c2nnnn2Cc2ccccc2)CCC(=O)N1Cc1cccc(C(F)(F)F)c1 (stereo not drawn)	-3.1%	-2.7%	0.9	-5.8%	1.7%	1.3%	1.5	7.2
O=C1c2ccccc2C(=O)N1CC#CCN1CCN(C(c2ccccc2)c2ccccc2)CC1	-1.9%	6.1%	2.5	-19.8%	0.3%	14.0%	0.0	12.5
CC1CCc2c(sc(NC(=O)c3cccs3)c2C(=O)O)C1 (stereo not drawn)	-13.0%	-0.3%	-0.4	-6.6%	-1.1%	5.6%	-2.3	-14.8
COc1ccc(S(=O)(=O)N2CCCCC2)cc1NC(=O)CN(C)C1CCCCC1	7.1%	6.1%	0.6	-2.2%	-12.6%	-0.5%	-2.5	3.0
CC(C)C(C(=O)NCC1CCCO1)N(Cc1ccco1)C(=O)CNS(=O)(=O)c1ccccc1 (stereo not drawn)	-4.3%	-4.8%	1.5	-0.2%	9.1%	7.1%	1.0	-5.5
CC(C)C(O)C1CCN(Cc2nc(-c3cccs3)no2)CC1 (stereo not drawn)	-12.7%	-14.1%	0.4	9.1%	13.1%	3.7%	-3.7	7.2

Compound activity deposited in PubChem BioAssay by National Center for Advancing Translational Sciences (NCATS).
